Lung fibro prol: antiproliferative effect on LL 47 fibroblasts – human, LL 47 cells, CellTiter-Glo luminescence, primary screen; LL 47 human lung fibroblast viability, ATP luminescence; stronger effect = lower value; viability, % at 10 µM; actives 1.1% (n = 85,000); AID 719, 2007;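 active = viability at or below 50% in the single dose screen; inactive = viability above 50%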;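 note: compound exposure lasted 72 h before the ATP readout; 100% = median luminescence of untreated cell-only wells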
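Assay system: human lung fibroblast line LL 47, low passage. Input: 1,150 fibroblasts seeded per well. Times: overnight cell rest, 72 h compound treatment at 37 °C. Evaluation: % viability of median cell-only signal. Technique: luminescent ATP detection, CellTiter-Glo. Control set: cell-only wells, no compound.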
S1P2 ag: S1P2 receptor agonists, primary screen, cell-based. Sphingosine 1-phosphate receptor 2 (Homo sapiens), O95136. S1P2-expressing cell line, agonist reporter read-out. activation, % at 4.5 µM. actives 0.46% (n = 97,000); in the data active = activation above about 16%;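 note: 0% = vehicle low control and 100% = maximal reference agonist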
Target sequence (O95136 whole entry, looked up): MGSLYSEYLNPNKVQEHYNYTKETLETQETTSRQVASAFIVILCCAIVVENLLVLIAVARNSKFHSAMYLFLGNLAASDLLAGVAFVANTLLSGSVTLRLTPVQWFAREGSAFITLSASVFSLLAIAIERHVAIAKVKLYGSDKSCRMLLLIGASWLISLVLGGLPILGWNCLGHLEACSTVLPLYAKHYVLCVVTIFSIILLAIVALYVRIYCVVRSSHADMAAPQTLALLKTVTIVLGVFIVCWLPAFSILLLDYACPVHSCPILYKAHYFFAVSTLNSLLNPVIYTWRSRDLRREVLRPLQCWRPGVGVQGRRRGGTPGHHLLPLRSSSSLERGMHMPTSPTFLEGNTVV
Ecoli WT expand: growth inhibitors of wild-type E. coli, primary screen, strain BW25113, expanded library, OD600 | AID 710, 2007 | growth inhibition, % at 100 µM | actives 0.15% (n = 98,000) | OD600 absorbance;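 active = growth inhibition above about 50% at one test dose, limit read from the data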;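 note: growth measured after 20 h incubation at 37 °C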
PostGolgi ctrl: growth inhibition of yeast control strain, primary screen, counter-screen for post-Golgi transport modulator project; efflux-deficient yeast background strain, growth absorbance A615, 16 h; inhibition, % at 10 µM; actives 5% (n = 98,000)
PostGolgi yeast: phenotypic screen on post-Golgi transport, primary screen; post-Golgi transport phenotypic cell assay; inhibition, % at 10 µM; actives 0.9% (n = 98,000); AID 739, 2007;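 note: yeast cells grown in 1536-well plates; yeast grown about 18 h at 30C before absorbance read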
HUVEC prolif 384: inhibitors of HUVEC proliferation, primary screen, cell-based, 384-well; CellTiter-Glo luminescence, 72 h; stronger effect = lower value; viability, % at 10 µM (by protocol); actives 1.1% (n = 86,000); AID 648, 2007;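 active = viability at or below 30%; inactive = viability above 30%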;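 note: 100% = median luminescence of DMSO-only cell control wells on each plate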
DAT uptake mod: changed hDAT dopamine uptake under cocaine IC80, either direction, primary screen, cocaine antagonist project, cell-based, LLC-PK1 hDAT, [14C]-dopamine uptake, MLSMR. Sodium-dependent dopamine transporter (Homo sapiens), Q01959. LLC-PK1 hDAT cells, [14C]-dopamine uptake with cocaine IC80; actives deviate in either direction. B-score at 10 µM. actives 1.3% (n = 110,000). AID 449768, 2010;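 active = Z score or B-score, a plate-position-corrected score, falls beyond the plate's 99.7% confidence bounds, in either direction; inactive = both scores lie inside the 99.7% bounds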;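 note: scored against the spread of the other compound wells on the same plate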
H69AR inhibit: proliferation blockers of H69AR lung cancer cells, primary screen, cell-based, human, 86K library | H69AR lung tumor viability, ATP luminescence, 72 h; stronger effect = lower value | viability, % at 10 µM | actives 6% (n = 85,000) | AID 598, 2007;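 active = viability at or below 40%; inactive = viability above 40%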;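 note: multidrug resistant small cell line overexpressing MRP-1 efflux transporter; 100% = mean luminescence of untreated control wells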
S1P2 blocker: human S1P2 receptor antagonists, primary screen, cell-based; cell-based S1P2 antagonist assay, inhibition at 5 uM; inhibition, % at 5 µM; actives 0.21% (n = 97,000); in the data active = inhibition above about 45%;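 note: CRE beta-lactamase reporter cells expressing human S1P2 stimulated with S1P; 0% = agonist at EC80 alone and 100% = agonist plus reference antagonist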
Active calls of the source: *; . = not tested or not shown. Cut-off read from the data, not from the text of the source, unless noted: active = inhibition above about 30%; inactive = the rest.

Molecule,S1P2 ag,DAT uptake mod,PostGolgi yeast,PostGolgi ctrl,S1P2 blocker,H69AR inhibit,Ecoli WT expand,Lung fibro prol,HUVEC prolif 384
O=C(Cc1ccccc1)Nc1nnc(-c2ccco2)s1,-9,-0.093,-1,2,-7,87,-10,111,95
CCOC(=O)c1cnc2c(OC)cccc2c1N1CCN(c2ccccc2OC)CC1,-4,1.3,3,28,5,51,-4,94,81
CCn1c(=O)c(C(=O)NCCCO)c(O)c2ccccc21,-4,-1,4,2,-13,78,2,104,75
CCN1CCN(C(=O)CSc2cc(=O)n(CC)c3ccccc23)CC1,-7,-0.1,8,2,4,109,4,96,88
CC(=O)OCCCCON1C(=O)c2ccccc2C1=O,-5,0.17,-4,-2,-7,94,2,106,106
Fc1ccccc1NC(=S)N/N=C/c1ccccc1Br,-5,-0.72,-5,14,-21,.,-19,.,.
C=CCn1c(=O)c(C(=O)NCCN(CC)CC)c(O)c2ccccc21,-2,-0.13,-4,11,17,.,7,.,.
O=C(O)c1ccccc1NC(=S)NC(NC(=O)c1ccccc1[N+](=O)[O-])C(Cl)(Cl)Cl (configuration not stated),-5,-2.9*,-29,22,-3,.,5,.,.
Cc1ccc(-c2nc(CS(=O)(=O)CC(=O)NC3CCCCC3C)c(C)o2)cc1 (configuration not stated),-3,-0.0058,2,19,9,80,0,103,94
Cc1nc(SCC(=O)Nc2c(C)n(C)n(-c3ccccc3)c2=O)n[nH]1,-4,-0.024,.,.,-16,98,.,107,94
CCOc1ccc(-c2cc(CCCC(=O)NCCc3ccc(OC)c(OC)c3OC)no2)cc1,1,1.3,-1,5,7,.,-2,.,.
O=C(Nc1cnc2ccccc2c1)N1CCCCC1,.,0.041,13,8,.,88,4,102,98
COC(=O)C1=C(CN2CCCc3ccccc32)NC(=O)NC1c1ccc(F)cc1 (configuration not stated),.,0.54,-2,11,.,81,7,92,98
CC(=O)OC1c2ccccc2C(=O)N1Cc1ccccc1 (configuration not stated),-2,-0.93,-2,-1,-14,99,23,106,89
CCCCNC(=O)C1CCN(Cc2ccc(OCc3ccccc3)cc2)CC1,-8,-0.072,.,.,10,64,.,100,66
Cn1c(=O)c2ncn(CC(=O)Nc3ccc4c5c(cccc35)CC4)c2n(C)c1=O,-6,0.23,7,3,3,96,-16,103,96
O=C(NCCN=C1NS(=O)(=O)c2ccccc21)c1ccco1,-4,0.67,2,1,3,.,1,.,.
CC(=O)C1=C(O)C(=O)N(Cc2ccco2)C1c1ccc(F)cc1 (configuration not stated),-1,0.012,14,-6,8,90,5,107,102
C/C(CC(=O)Nc1ccccc1C)=N\NC(=O)Cc1csc(N)n1,-9,0.34,0,19,15,.,-2,.,.
CN(C)c1ccnc(Oc2ccc(F)cc2)c1C#N,-4,0.62,2,-5,-14,.,4,.,.
COc1ccc(S(=O)(=O)NCc2ccco2)cc1-c1nnc2c3ccccc3c(C)nn12,3,0.93,13,3,-54,94,-6,99,102
CC(C)(C)c1ccc(-c2noc(CCC(=O)NCC3CCCO3)n2)cc1 (configuration not stated),-1,-0.45,0,23,22,94,1,109,98
O=C(OCc1ccc(Cl)c(Cl)c1)c1cnccn1,-2,0.038,-8,-10,-29,96,1,93,94
CCc1c(C#N)c(N)nc(SCC(=O)OCc2ccccc2)c1C#N,-6,0.6,17,22,-15,91,-3,106,97
COc1cc2[nH]c(=S)n(NC(=O)c3ccccc3)c(=O)c2cc1OC,-2,0.17,1,0,-14,91,-4,102,89
COc1ccc(S(=O)(=O)Nc2ccc3c(c2)OCCO3)cc1Cl,-2,-0.21,13,9,-22,91,-8,106,88
Cc1ccc(NC(=O)N(C2=NCC(C)S2)c2ccccc2)cc1 (configuration not stated),1,1.9,.,.,-11,82,.,105,89
Cc1cc(C)n2nc(S(=O)(=O)NCCc3ccccc3)nc2n1,-4,-1.4,4,3,17,93,-4,98,98
Cc1ccc(NS(C)(=O)=O)c(C(=O)c2ccccc2)c1,-3,-1.5,-1,0,13,101,3,84,86
O=S(=O)(/N=C/c1ccccc1O)c1cccs1,0,0.49,-1,-1,6,104,-2,97,97

Quoted from the listing:
For PostGolgi ctrl, Cn1c(=O)c2ncn(CC(=O)Nc3ccc4c5c(cccc35)CC4)c2n(C)c1=O shows 3
For PostGolgi yeast, Cc1ccc(NS(C)(=O)=O)c(C(=O)c2ccccc2)c1 shows -1
For H69AR inhibit, COc1cc2[nH]c(=S)n(NC(=O)c3ccccc3)c(=O)c2cc1OC shows 91

Further compounds follow:
Molecule,S1P2 ag,DAT uptake mod,PostGolgi yeast,PostGolgi ctrl,S1P2 blocker,H69AR inhibit,Ecoli WT expand,Lung fibro prol,HUVEC prolif 384
COc1ccc(NC(=O)C2CCCN(c3c4c(nc5ncnn35)CCC4)C2)cc1OC (configuration not stated),-8,1.5,11,8,5,64,-2,104,95
CCn1nnnc1SCC(=O)N1c2ccccc2Sc2ccccc21,-4,-1.3,.,.,5,62,.,90,81
CCCCC(=O)NC(NC(=S)N1CCOCC1)C(Cl)(Cl)Cl (configuration not stated),-3,-1.3,3,-1,-4,104,5,103,99
COC(=O)CSc1nnc([C@H](Cc2ccccc2)NC(=O)OC(C)(C)C)o1,-1,-0.15,4,2,16,98,-4,99,93
Cc1ccccc1NC(=O)CSc1nc(Nc2ccccc2)nc(N2CCOCC2)n1,-12,0.63,-8,5,-8,73,0,77,62
CCCN1C2=C(C(=O)CCC2)C(c2ccc(F)cc2)C2=C1c1ccccc1C2=O (configuration not stated),-3,.,.,.,-8,49,.,99,91
Cc1cc2nnc(SC(C)C)n2c2ccccc12,-5,-2.2,.,.,6,70,.,96,92
O=C(N/N=C/c1c[nH]c2ccccc12)c1cc(-c2ccc(-c3ccccc3)cc2)n[nH]1,-13,-1.2,-16,5,9,.,-14,.,.
O=C(CCS(=O)NCc1ccccc1)NCc1ccccc1 (configuration not stated),-4,0.1,19,2,-1,105,0,99,90
Cc1cc(C)n2nc[n+](C)c2n1,1,-0.43,24,1,7,90,-4,92,96
CCn1c(CCNC(=O)c2cccs2)nnc1SCC(=O)NC1CCCCC1,-4,-0.084,13,9,-30,89,-5,96,97
CCc1cc(C(=O)COc2ccccc2F)c(O)cc1O,-6,-0.32,0,16,-9,81,18,87,96
CCC(CCC(=O)Nc1ccn(-c2ccccc2)n1)C(=O)O (configuration not stated),.,0.42,3,11,.,90,-26,109,108
COc1ccc(OC(=O)c2cn(C)nc2C(F)(F)F)cc1,-1,-0.25,22,-5,-28,96,-2,100,104
Cc1noc(C)c1CS(=O)(=O)c1ccc(Br)cc1,-4,.,-7,-11,-6,.,-10,.,.
CCSc1nc2ccccc2n1Cc1nc(N)nc(N(C)C)n1,-1,0.62,21,12,-32,68,0,99,102
CCCC(=O)Nc1cc2c(cc1C(=O)c1ccccc1)OCCO2,-1,-0.029,-4,10,2,78,-2,103,95
Cc1ccc(SCC2(O)CCN(S(=O)(=O)c3ccc(Cl)cc3)CC2)cc1,-2,0.099,3,20,3,.,-15,.,.
Cc1cc(C)nc(SCc2nnc(SCC(=O)N3CCCc4ccccc43)n2C)n1,2,-0.29,-4,2,-12,87,4,100,97
CC1(C)CC(N2CCN(c3ccccc3)CC2)=CC(=[N+]2CCCC2)C1,-7,-0.42,-5,6,14,92,1,90,64
CS(=O)(=O)Cc1nc2ccccc2oc1=O,-4,-0.89,7,12,23,22*,1,107,112
Cc1cc(C(=O)NCCC2=CCCCC2)no1,-2,-0.27,-5,2,0,91,-10,100,99
Cc1ccc(C2C(C#N)=C(N)Oc3n[nH]c(-c4cccs4)c32)cc1 (configuration not stated),2,-0.11,.,.,-37,91,.,100,101
Cc1ccc(CN2CCS(=O)(=O)CC2)cc1,-3,0.24,-1,9,5,.,2,.,.
CCOC(=O)c1sc(=S)n(CC)c1N,.,-0.4,-9,7,.,95,17,97,98
CN(Cc1ccccc1)C(=O)c1ccccc1NC(=O)c1ccco1,-8,.,0,-2,-8,92,3,97,101
CC(C)(Oc1ccc(Cl)cc1)C(=O)OCC(=O)N1CCCC1,.,0.38,3,7,.,94,-9,102,101
O=C(O)C12CC3CC(C1)CC(n1cnc(Cl)n1)(C3)C2,-4,-0.57,4,2,6,91,0,96,107
OC(COc1ccc2c(c1)OCO2)CN1CCc2ccccc2C1 (configuration not stated),-9,-0.75,-20,-3,14,81,4,92,97
Cc1cc(C)c(NC(=O)CCCOC(=O)C2=COCCO2)c(C)c1,-4,0.15,-5,0,-2,90,0,97,99
O=S(=O)(c1cccc(F)c1)N1CCN(Cc2ccc3c(c2)OCO3)CC1,-3,-0.36,-5,4,-40,96,2,103,102
Cc1ccc(-c2nnn(CC(=O)N(Cc3cccs3)C(C(=O)NC(C)(C)C)c3ccco3)n2)o1 (configuration not stated),-4,-0.32,-6,24,7,94,-8,104,97
COc1cc(CNCCc2ccc(F)cc2)ccc1OCc1ccc(Cl)nc1,-4,1.8,-19,9,6,.,28,.,.
Cc1cccc(NC(=O)CCNS(=O)(=O)c2cccc3nsnc23)c1,.,1.8*,10,9,.,105,9,95,97
Cc1ccc(C(=O)CNc2ccc(Br)cc2)cc1,-9,0.18,-4,2,9,.,-10,.,.
O=C(c1ccccc1CCc1ccccc1)N1CCOCC1,0,-6.8*,1,1,0,96,-7,98,100

Screens from PubChem BioAssay.
